# D2 ag: activates the human D2 dopamine receptor | HEK293 T-REx D2 cells, calcium flux agonist mode | actives 0.53% (n = 340,000) | P14416 | activation, % at 2 µM;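 active means activation over 3 SD above normal in the single-dose calcium agonist read, cut at about 30% in these data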; further: 0% is about no effect
#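 HEK293 Trex D2 cells, tetracycline-induced, o/n 30 C 5% CO2; no-wash Ca dye, RT 30–90 min; 10-cycle baseline, 23 nl cpd added, kinetic Ca read 180 s; agonist hits = positive Ca response.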
# ERG Ets-DNA blk: ERG Ets/DNA interaction inhibition. P11308. actives 0.028% (n = 370,000). fluorescence polarization, His-ERG Ets domain / labelled DNA. Potency, µM (doses to about 76.9 µM), inactives show at the top dose FP activity, negative = inhibition, usual class: inhibitors; active means well fitted inhibition curve with a large enough effect in the polarisation, with a control signal flat; inconclusive means small, poorly fitted or top-dose-only effect, or effect the other way, or a change in a side signal; inactive means no such curve, though single readings can be large or run the other way; the % refers to the polarisation;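 further: polarization taken with two DNA probes labelled with fluorescein and Texas red; potency means the concentration at half of the fitted maximal effect; % of control where 0% means no effect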
#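 His-tagged ERG Ets domain (1 uM in the protein solution; 300mM KCl, 50mM Tris-HCl, 1mM EDTA, 1mM DTT, pH 7.5) received compound, then a probe mix of 5 nM fluorescein-DNA and 100nM Texas-615-DNA. Fluorescence polarization was read for both dyes.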
# D2 antagonist: antagonizes the human D2 dopamine receptor. P14416. HEK293 TREx D2 cells, calcium flux, dopamine EC80. inhibition, % at 10 µM. actives 2% (n = 340,000); in the data active means inhibition above about 30%; further: 0% is about no effect
#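 Tetracycline-induced HEK293 T-REx cells expressing D2 force-coupled to calcium signalling were dye-loaded, exposed to compound for 180 s, then challenged with an EC80 of dopamine; calcium flux was followed kinetically for a further 180 s.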
# 12-LOX inh: ALOX12 (human) lipoxygenase inhibition; actives 1.1% (n = 580,000); purified 12hLO, xylenol orange hydroperoxide absorbance; Potency, µM (titrated, usually from 108 µM), for the others: at the highest dose activity change, negative = inhibition, actives largely listed as inhibitors; AID 1671190; further: potency means the concentration at half of the fitted maximal effect; on the % scale 0 is the no-effect control and ±100 the full control effect
# Target sequence (P18054 whole entry, looked up): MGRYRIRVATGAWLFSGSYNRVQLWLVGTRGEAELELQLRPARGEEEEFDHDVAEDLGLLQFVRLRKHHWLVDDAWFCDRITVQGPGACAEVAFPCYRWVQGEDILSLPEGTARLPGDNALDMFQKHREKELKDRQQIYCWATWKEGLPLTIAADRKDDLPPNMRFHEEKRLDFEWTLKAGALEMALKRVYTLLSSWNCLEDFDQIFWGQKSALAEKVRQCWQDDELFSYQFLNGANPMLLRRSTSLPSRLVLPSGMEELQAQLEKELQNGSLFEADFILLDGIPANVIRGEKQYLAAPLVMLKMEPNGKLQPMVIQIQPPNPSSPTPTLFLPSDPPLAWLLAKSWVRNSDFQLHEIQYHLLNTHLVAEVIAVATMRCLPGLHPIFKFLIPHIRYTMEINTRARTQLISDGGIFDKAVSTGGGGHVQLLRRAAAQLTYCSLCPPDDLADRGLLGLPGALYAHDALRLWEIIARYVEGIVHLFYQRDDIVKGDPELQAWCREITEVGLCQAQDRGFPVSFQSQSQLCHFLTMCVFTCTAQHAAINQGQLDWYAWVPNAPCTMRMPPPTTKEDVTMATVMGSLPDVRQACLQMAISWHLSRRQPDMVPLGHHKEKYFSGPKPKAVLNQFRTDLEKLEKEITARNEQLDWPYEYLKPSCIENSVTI
#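 Purified human 12hLO (150 nM final) in 25 mM Hepes, 0.01% Triton X-100, pH 7.0 was preincubated 15 min at room temperature with compound. Then 40 uM arachidonic acid was added, 30 min. Hydroperoxide was read by Fe-XO absorbance ratio 573/405 nm.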
# Glioma ERSR ind: ER stress response induction in glioma; U87-MG GRP78 promoter luciferase reporter, 16 h; Potency, µM, without a hit: at the highest dose activation, most hits filed as activators; actives 0.02% (n = 420,000); AID 602332; further: potency means the concentration at half of the fitted maximal effect; series mostly up to about 76 µM; % of control where 0% means no effect; nearly all actives have a fitted effect of over 35% in size
#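 Stably transfected U87-MG human glioma cells carrying a GRP78-based luminescent sensor were seeded at 1000 cells/well, pin-dosed with compounds and incubated 16 h. Luciferase reagent was then added, and end-point luminescence was read after 10 min at room temperature.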
# Vif-A3G inh: blocks the Vif interaction with human APOBEC3G | AID 602310 | actives 0.076% (n = 410,000) | Q9HC16 | HeLa A3G-eYFP + Vif (tagged APOBEC3G with the HIV-1 protein that degrades it), YFP fluorescence, overnight | Potency, µM (top dose mostly 46.1 µM), for the others: at the top dose activity, negative = active, hits mostly inhibitors;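 further: potency means the concentration at half of the fitted maximal effect; on the % scale 0 is the no-effect control and ±100 the full control effect; nearly all actives have a fitted effect of over 60% in size; hits raise eYFP signal because A3G escapes Vif-driven loss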
#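 HeLa cells stably expressing Vif and C-terminally eYFP-tagged A3G, seeded overnight at 37 deg C, then exposed to compound by pintool overnight at 37 deg C. Rise in yellow fluorescence (Ex 488/Em 500-530, Acumen) marks blocked Vif-driven A3G degradation.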
# RGS4 inhibitor: human RGS4 inhibition; Transcreener GDP fluorescence polarization, RGS4-accelerated GTP hydrolysis; P49798; Potency, µM (series often up to 114 µM), for the others: at the top dose activity change, negative = inhibition, usual class: inhibitors; actives 0.039% (n = 390,000); further: potency means the concentration at half of the fitted maximal effect; on the % scale 0 is the no-effect control and ±100 the full control effect; nearly all actives have a fitted effect of over 75% in size; some results filed as inactive show a strong effect at the top dose
# Target sequence (P49798 whole entry, looked up): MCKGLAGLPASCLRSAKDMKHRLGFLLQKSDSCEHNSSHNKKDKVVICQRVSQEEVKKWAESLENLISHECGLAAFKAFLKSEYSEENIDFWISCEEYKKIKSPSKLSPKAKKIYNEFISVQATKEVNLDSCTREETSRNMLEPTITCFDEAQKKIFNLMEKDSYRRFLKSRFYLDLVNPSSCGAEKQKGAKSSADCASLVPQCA
#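 MLSMR compounds (23 nl, pin-transferred) preincubated 10 min at room temperature with a 500nM (2x) first reagent, then RGS4 at 900nM (2x) plus Transcreener GDP mix added; fluorescence polarization (620/688 nm) read before and after 90 min at 30 °C.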
# LDHA block: inhibitors of human lactate dehydrogenase A | purified LDHA, NADH/diaphorase-resazurin fluorescence; stronger effect = lower value | actives 0.15% (n = 480,000) | P00338 | activity change, % (values are at about 110 or 230 µM); in the data active means activity change below about -30%; inconclusive means mostly about -25% to -30%;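 further: plate controls were DMSO wells for no effect and wells without enzyme for full effect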
#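 Human LDH5 at 2 nM final in Tris HCl pH 7.4 with 0.06 mM NADH and 0.2 mM pyruvate, reacted 5 minutes at room temperature. Remaining NADH coupled via diaphorase/resazurin; resorufin fluorescence read at 0 and 20 minutes, normalized to enzyme-free and DMSO wells.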
# Vif-A3F inh: Vif-A3F binding inhibition; AID 602313; actives 0.2% (n = 390,000); HeLa A3F-eYFP + Vif (tagged APOBEC3F with the HIV-1 protein that degrades it), YFP fluorescence increase; Potency, µM (titrated, usually from 46.1 µM), without a hit: at the highest dose activity, negative = active; further: potency means the concentration at half of the fitted maximal effect; % of control where 0% means no effect; nearly all actives have a fitted effect of over 65% in size
#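 HeLa cells stably expressing Vif plus C-terminally eYFP-tagged A3F were seeded, incubated overnight at 37 deg C, dosed with compound, incubated overnight again at 37 deg C. Yellow fluorescence (Ex 488/Em 500-530) reported blocked Vif-mediated A3F-eYFP degradation.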
# * hit, by the source's call; u = inconclusive; x = not tested or not shown; & = joins results of further samples; [ ] = dose if it differs, or a comment. Unless noted, the call rests on the fitted dose curve; in most records, active means well fitted curve in the direction sought with a large enough effect; inconclusive means small, poorly fitted or top-dose-only effect, or another doubt; inactive means no such curve, though single readings can be large; an effect the other way counts as inactive or inconclusive.
SMILES,D2 ag,ERG Ets-DNA blk,D2 antagonist,12-LOX inh,Glioma ERSR ind,Vif-A3G inh,RGS4 inhibitor,LDHA block,Vif-A3F inh
COc1ccccc1CNC(=O)C1CCC1,-0.1,x,-9,-9%,-1%,-1%,-14%,-5,4%
CCn1c(=O)cc(SCC(=O)Nc2ccc(C)c(F)c2)c2ccccc21,-1.4,7%,x,3%,0%,-2%,-9%,-12,-6%
CC(=O)c1ccccc1NC(=O)COC(=O)C1=NN(c2ccccc2)C(=O)CC1,-1.1,-6%,8,u,-4%,4%,18%,-6,0%
O=C(NCc1ccccc1Cl)C1CCN(c2ncnc3c2nc2n3CCCCC2)CC1,0.2&-0.5,0%&-3%,15,-1%&-15%,-4%&-1%,0%&-1%,-53%&10%,-1&-2,3%&9%
CCCCN1CC(N2CCN(CCO)CC2)CS1(=O)=O (stereo not given),x,x,x,u,-4%,0%,x,-8,x
COc1cccc(-c2cc(C(=O)NCCCN3CCOCC3)no2)c1,4.3,-3%,11,-14%,2%,1%,14%,-6,1%
Cc1cc(C=O)c(C)n1-c1cc(C(F)(F)F)ccc1N1CCOCC1,-0.2,8%,-1,-18%,-4%,1%,7%,-2,-3%
CNC(=O)COC(=O)c1cccnc1SC,0.8,-13%,5,3%,-1%,-6%,3%,-9,7%
Cc1ccc(NC(=O)NCC2CCN(Cc3cc(C)ccc3Cl)CC2)c(C)c1,-1.1,12%,2,-5%,-2%,1%,-20%,0,-10%
CN(C)C(CNC(=O)CCOc1ccccc1)c1ccco1 (stereo not given),0.5,3%,-1,1%,-2%,-1%,-6%,-1,1%
COc1ccccc1NC(=O)CC(c1cc(OC)c(OC)c(OC)c1)N1Cc2ccccc2C1=O (stereo not given),-0.5,3%,x,-23%,3%,-5%,2%,-3,-5%
CCC(C)NC(=O)Cn1ccc2cc(S(=O)(=O)N3CCCCCC3)ccc21 (stereo not given),0.5&-0.2,9%&1%,2,14%&-27%,-1%&-3%,-4%&1%,-10%&39%,-5&-8,-3%&-2%
O=c1cc(-c2ccccc2Cl)oc2c(NS(=O)(=O)c3cc(Cl)cc(Cl)c3O)ccc(O)c12,2.5,0%,3,x,u,-2%,u,-19,5%
CCc1nc(C#N)c(N2CCCCC2)o1,0.6,-8%,-1,-2%,-5%,0%,12%,-6,-8%
Nc1nc2c(ncn2[C@@H]2O[C@H](CNS(=O)(=O)c3cccnc3)[C@@H](O)[C@H]2O)c(=O)[nH]1,x,x,x,1%,-4%,3%,x,-10,x
N#CCC(=O)N/N=C/c1ccc(OCC(=O)Nc2ccc(F)cc2)cc1,0.4,13%,-5,-13%,2%,11%,-26%,-2,0%
CC(C)NC(=O)Nc1ccc2c(c1)C(=O)N([C@H](C)CO)C[C@H](C)[C@@H](CN(C)C(=O)Nc1ccc(C(F)(F)F)cc1)O2,x,-5%,x,7%,-2%,-1%,-5%,-2,-2%
O=C(NCCS(=O)(=O)N1CCN(c2ccc(F)cc2)CC1)c1ccccc1Br,x,-3%,x,1%,1%,5%,-3%,-12,-4%
COc1ccc(C(=O)NCCS(=O)(=O)NCc2ccccc2)cc1,0.6,-2%,-6,6%,-3%,-5%,-6%,-3,-3%
COc1ccc2c(c1)c1ncn(CCN3CCCC3)c(=O)c1n2C,-1.8,0%,1,-3%,-3%,2%,4%,1,9%
CC1(C)Oc2ccc3ccc(=O)oc3c2/C(=C/NNC(N)=O)C1=O,-0.2,-10%,-6,16%,5%,0%,-17%,-3,15%
CC(=O)c1cccc(NC(=O)N2C3CCC2CC(O)(c2cccnc2)C3)c1 (stereo not given),1.0,-6%,4,27%,-4%,1%,2%,-2,3%
CCOP(=O)(OCC)C(Nc1ccccc1)c1ccccc1C(F)(F)F (stereo not given),0.7,-6%,-5,0%,-5%,1%,5%,-3,2%
COc1ccc(-c2nc3ccccc3c(=O)n2CCOc2cccc(C)c2C)cc1,0.9,0%,9,9%,-1%,5%,27%[11.4 µM],-8,-8%
COc1ccc(NC(=O)CSc2nccn2Cc2ccc(F)cc2)c(OC)c1,0.3,4%,0,-2%,-3%,1%,-2%,-8,3%

# An excerpt of these results, with two lines to a compound:
# Order of results – D2 ag, ERG Ets-DNA blk, D2 antagonist, 12-LOX inh, Glioma ERSR ind, Vif-A3G inh, RGS4 inhibitor, LDHA block, Vif-A3F inh
CC(=O)c1ccccc1NC(=O)COC(=O)C1=NN(c2ccccc2)C(=O)CC1
  -1.1, -6%, 8, u, -4%, 4%, 18%, -6, 0%
O=C(NCc1ccccc1Cl)C1CCN(c2ncnc3c2nc2n3CCCCC2)CC1
  0.2&-0.5, 0%&-3%, 15, -1%&-15%, -4%&-1%, 0%&-1%, -53%&10%, -1&-2, 3%&9%

# Remaining list, next part
SMILES,D2 ag,ERG Ets-DNA blk,D2 antagonist,12-LOX inh,Glioma ERSR ind,Vif-A3G inh,RGS4 inhibitor,LDHA block,Vif-A3F inh
Cn1cccc1Cc1nnc(SCC(=O)NC2CCCCC2)n1-c1ccc(F)cc1,-0.6,3%,5,u,-6%,-3%,-25%,-7,1%
COCCn1nnnc1C(c1cccc(OC)c1OC)N1CCN(C2CCCCC2)CC1 (stereo not given),x,-4%,x,0%,-1%,1%,-9%,-7,3%
Cc1noc(C)c1COc1ccc(C(=O)NNC(=O)c2ccccc2)cc1,0.2,-9%,6,0%,-2%,u,4%,-5,-22%
CC1CCCCN1S(=O)(=O)c1ccc(C(=O)Nc2sccc2C(N)=O)cc1 (stereo not given),0.5,-1%,31*,7%,3%,7%,-15%,-16,2%
CC(=O)NC(Cc1cccc(F)c1)C(=O)NC1CCN(C(=O)c2cccc(C)c2)CC1 (stereo not given),0.7,-1%,-4,-1%,-3%,13%,2%,1,-3%
O=C(NC1CC1)c1ccc(N2CCCCC2)c([N+](=O)[O-])c1,0.2,12%,1,-11%,7%,0%,3%,-4,-3%
C#Cc1ccc([C@@H]2C=C(C(=O)OCC=C)O[C@H](OCC)[C@H]2CCCO)cc1,x,7%,x,-20%,-5%,-7%,-19%,1,8%
COc1cccc(C(O)Cc2nc3ccccc3n2C)c1OC (stereo not given),0.0,13%,9,u,-2%,1%,21%,-5,14%
COC(=O)c1[nH]c2cccc(OC)c2c1NC(=O)CN1CC2(C)CC1CC(C)(C)C2 (stereo not given),0.8,1%,-2,-4%,-2%,0%,8%,-4,4%
COc1ccc(OCC2CNC(=O)O2)cc1 (stereo not given),-0.5,6%,10,-13%,-5%,-3%,-30%,0,1%
Cc1ccc2scc(N3CCc4ccccc4C3)c(=O)c2c1,0.1,-3%,x,-24%,-2%,-6%,-20%,3,0%
CCOC(=O)c1[nH]c2ccc(F)cc2c1NC(=O)C1=COCCO1,-0.2,7%,-8,3%,-1%,0%,-6%,0,4%
CCCCN(CCCC)S(=O)(=O)c1ccc(SCC(=O)OCC)c([N+](=O)[O-])c1,0.6,x,-9,0%,0%,0%,-30%,-3,7%
Cc1ccc(Cn2ccc(NC(=O)c3cc(C4CC4)on3)n2)cc1,-0.4,0%,-15,0%,1%,8%,-2%,1,2%
Cc1ccc(S(=O)(=O)N(CC(=O)Nc2ccc(Cl)cc2)C(=O)N2CCN(C)CC2)cc1,-0.4,5%,5,-24%,-3%,1%,-29%,-1,-5%
CS(=O)(=O)N(CCC#N)Cc1ccc(/C=C2\C(=O)Nc3ccccc32)o1,x,-2%,x,-16%,-4%,1%,12%,-2,-8%
Cc1ccc(OCCc2csc(N)n2)cc1,0.9,4%,0,1%,3%,-4%,-7%,-1,9%
CN1C(=O)CC(N2CCN(CCN=CC3=C(O)CC(C)(C)CC3=O)CC2)C1=O (stereo not given),0.7,u,0,13%,-3%,-2%,-15%[11.4 µM],3,-5%
N#Cc1ccc(N=c2ssnc2Cl)cc1,-0.3&0.2,0%&3%,1&-16,-62%,2%&-10%,3%&-19%,u,-4&-11,-20%&-9%
Cc1ccc(N2CCN(/N=C/c3ccccc3)CC2)cc1,0.3,-9%,18,-9%,1%,3%,5%,-6,4%
Cc1nn(-c2ccccc2)nc1C(=O)NNC(=O)c1cccc2ccccc12,-0.9,11%,-13,0%,-2%,-1%,2%,-5,0%
Clc1cccc(N2CCN(c3nc4ccccc4c4nc(-c5ccccc5)nn34)CC2)c1,x,1%,x,0%,-3%,2%,30%,-1,-9%
CC(C)(C)n1nc2c(c1NC(=O)Cc1ccc(Cl)cc1)CS(=O)(=O)C2,0.3,-3%,-8,296%[activator],-5%,-2%,20%,-1,u
CCn1nc(C)c(CN2CCC(n3nccc3NC(=O)c3ccc4c(c3)OCO4)CC2)c1C,1.3,0%,-8,8%,-5%,0%,-22%,-1,6%
Cc1cc(-c2ccccc2)nc(Oc2cccc(C(F)(F)F)c2)c1S(C)(=O)=O,1.7,4%,6,0%,-1%,-6%,-15%,0,-8%
NS(=O)(=O)c1ccc(N=Cc2c(O)c3ccccc3oc2=O)cc1,-0.5,12%,-1,-7%,20%,2%,-8%,-4,-7%
O=C(/C=C/c1cccc(F)c1)N1CCN(c2ncccn2)CC1,1.4,-5%,1,-1%,3%,7%,23%,-1,-2%
COc1ccc(NC(=O)NC(C(F)(F)F)C(F)(F)F)cc1,1.1,6%,13,0%,2%,3%,17%,-1,-1%
CC1CCN(CC(=O)Nc2ccccc2-c2ccccc2)CC1,-0.1,-3%,-41,-4%,-1%,0%,-6%,-6,-7%

# Some of the compounds tested (hit frequency here may not be typical).
